# S3 lipid droplet: qHTS Assay for Lipid Storage Modulators in Drosophila S3 Cells; Drosophila S3 cells, BODIPY lipid droplet fluorescence, 18-24 h; cells fed with added oleic acid; Potency in µM for hits, for the others lipid storage change, negative = inhibition, % at the top dose, mostly 46.1 µM; 0.64% of 320,000 active; AID 2685; active = well fitted inhibition curve with a large enough effect in the signal ratio, with a control signal flat, not every such curve was filed as active; inconclusive = small, poorly fitted or top-dose-only effect, or effect the other way, or a change in a side signal; the % refers to the signal ratio
#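 Drosophila S3 cells loaded with oleic acid (400 uM, as added) and compounds at several concentrations; lipid droplets imaged by 488-nm laser-scanning cytometry, 500–530 nm intensity and object ratio to cell channel. Percent activity normalized to 20 uM Triacsin C.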
# S3 lipid droplet cell count max: second read-out of S3 lipid droplet, no call of its own (marks repeat the call); cell number change, %; measured here: cell count max response;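 cells counted by Cell Tracker Red CMTPX staining in the red channel; peak over a dose series mostly up to 46.1 µM; percent activity relative to internal control wells on each plate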
# An asterisk follows results filed as active; i = inactive; ? = inconclusive; / = no result given; [ ] = dose if it differs, or a comment. % is scaled to controls: 0 for no effect and ±100 for the full control effect; potency is read from the fitted curve at half-maximal effect.
item	structure	S3 lipid droplet	S3 lipid droplet cell count max
1	CCN(CC)S(=O)(=O)c1csc(C(=O)Nc2ccccn2)c1	?	/
2	Cc1cc(Cl)ccc1N1C(=O)CC(SCCC(=O)O)C1=O (stereo not given)	13%	2
3	CCOC(=O)c1ccccc1NC(=O)N[C@@H](C)C(=O)OC	?	/
4	CCc1nccn1S(=O)(=O)c1ccc2ccccc2c1	?	/
5	CC(C)c1ccc(S(=O)(=O)N2CCN(C(=O)CCNS(=O)(=O)c3ccccc3F)CC2)cc1	?	/
6	Cc1cc(C)n(CCNC(=O)c2ccc3c(c2)OCO3)n1	?	/
7	CCCCNc1c(-c2cccc(-c3ccc(OC)cc3)c2)nc2ccc(C)cn12	?	/
8	Cc1ccc(Nc2nc(N/N=C/c3c[nH]c4ccccc34)nc(N3CCOCC3)n2)cc1	?	/
9	O=C(Nc1ccc(Cl)cc1)Nc1ccon1	-1%	28
10	COC(=O)c1ccc(/C=C2/SC(=S)N(CCCC(=O)Nc3ccccn3)C2=O)cc1	?	/
11	Cc1cc(NS(=O)(=O)c2ccc(NC(=O)CCCOc3ccccc3C)cc2)no1	?	/
12	C=C(C)C(=O)Nc1cccc(C2=NOC3(C2)C[C@@H](C(N)=O)N(C(=O)c2cc([N+](=O)[O-])cc([N+](=O)[O-])c2C)C3)c1 (stereo not given in full)	0%	3
13	Cc1ccc(S(=O)(=O)N(CC(=O)Nc2ccccc2C(=O)O)c2cccc(Cl)c2C)cc1	-1%	/
14	O=C(c1cc(-c2ccc(Cl)cc2)nc2ccccc12)N1CCOCC1	24%	7
15	CCSc1nnc(NC(=O)CCCOc2ccc(C)cc2)s1	3%	2
16	COc1ccc(C(=O)Nc2ccccc2C(=O)NCc2cccnc2)cc1	?	/
17	O=C(Nc1ccc2c(c1)C(=O)NC2=O)c1ccc(S(=O)(=O)N2CCCC2)cc1	1%[9.22 µM]	4
18	CSc1ncccc1C(=O)OCC(=O)NC1CCCCC1	?	/
19	C[C@]12CCC3c4ccc(OCC(=O)O)cc4CCC3C1CCC2=O (stereo not given in full)	?	/
20	CC(C)n1c(=S)[nH]c2cc(C(F)(F)F)ccc21	-2%	-22
21	COC(=O)CCC(=O)OC1(C)C(=O)C=C2C=C(C3CC3)N(Cc3ccc4c(c3)OCO4)C=C2C1=O (stereo not given)	11%	-5
22	O=c1nc(N2CCOCC2)ccn1-c1nc(-c2ccccc2)oc1-c1ccccc1	?	/
23	Cc1onc(-c2ccccc2)c1C(=O)NC(CC(=O)O)c1ccc(OC(C)C)cc1 (stereo not given)	-21%	21
24	CC1CCCCC1NS(=O)(=O)c1ccc(S(=O)(=O)N2CCCC2)cc1 (stereo not given)	?	/
25	CCCCCCc1cc2cc(C(=O)NCc3ccccc3)c(=N)oc2cc1O	?	/
26	COc1ccc(NC(=O)NCc2ccc3c(c2)OCO3)cc1	8%	/
27	O=C(NCCCn1ccnc1)Nc1cccc2ccccc12	i	/
28	FC(F)(F)c1cc(-c2ccccc2)nc(NCc2cccnc2)n1	-14%	/
29	Cc1ncoc1C(=O)N1CCc2c([nH]c3ccccc23)C1C1CCCCC1 (stereo not given)	-7%	-3
30	C/C(=N\NC(=O)CC(C)C)c1ccc(N2CCCCC2)cc1	2%	/

# More entries
item	structure	S3 lipid droplet	S3 lipid droplet cell count max
31	CCSc1nnc(NC(=O)c2c(C)noc2C)s1	?	/
32	Cc1cc(OCC(O)CN)ccc1Cl (stereo not given)	?	/
33	Cn1nnc(NC(=O)CSc2nnnn2-c2ccc(F)cc2)n1	i	-4
34	COc1ccccc1CC(=O)Nc1ccccc1O	19%	-19
35	CCOc1ccccc1C(=O)OCC(=O)Nc1ccc(OC(F)F)cc1	i	9
36	CCNc1nc(NC(C)C)nc(NC(C)(C)C)n1	?	/
37	O=C(CSc1nnc(Cn2nnc3ccccc32)o1)Nc1cccc(Cl)c1	?	/
38	O=C(NCCN1C(=O)S/C(=C\c2cccs2)C1=O)c1ccc(=O)[nH]c1	?	/
39	COC(=O)CCC/C=C1/SCC(NC(=O)c2ccccc2)/C1=N/O (stereo not given)	-7%	-10
40	CCC(=O)Nc1cc(C(=O)OC(C(=O)c2ccc(C)c(C)c2)c2ccccc2)ccc1C (stereo not given)	-11%	-4
41	Cc1ccccc1N1C(=O)C2ON(c3ccccc3)C(c3ccco3)C2C1=O (stereo not given)	4%	0
42	CC1(C)C2CCC1(C(=O)O)c1nc3ccccc3nc12 (stereo not given)	-2%	15
43	O=C(Nc1ccc([N+](=O)[O-])cc1)C1CC12CCC2 (stereo not given)	?	/
44	Cc1cccc(Nc2n[nH]c(=S)s2)c1C	10%	7
45	Cc1ccc(C(=O)ONC(=O)c2ccc(Cl)cc2)cc1[N+](=O)[O-]	?	/
46	CCc1ccc(C(=O)NNC(=O)OC)cc1	0%	10
47	COc1ccccc1CC(=O)Nc1ccc(S(=O)(=O)N2CC(C)CC(C)C2)cc1 (stereo not given)	12%	-3
48	CCCn1c(SCC(=O)Nc2cc(S(=O)(=O)N3CCOCC3)ccc2Cl)n[nH]c1=O	?	/
49	C[C@H]([C@H](O)c1ccccc1)N(C)C(=O)CN	?	/
50	Cc1cc(N)nc(SCC(=O)N2C(C)CCCC2C)n1 (stereo not given)	?	/
51	COc1ccc(CNCc2cccc(Oc3ccccc3)c2)cc1	?	/
52	Cc1cc(C(=O)OCc2nnc(-c3ccccc3)o2)c(C)n1-c1ccccc1	6%	-12
53	Cc1ccc(NC(=O)Cn2nc(C)c(S(=O)(=O)N(C)C)c2C)cc1C	62%	/
54	COc1ccccc1NS(=O)(=O)c1ccc2c(c1)N(C(C)=O)CC(C)S2 (stereo not given)	?	/
55	COc1ccccc1-c1c(C)nn2c(N)c(-c3ccccc3)cnc12	?	/
56	COc1cccc(C(=O)COc2ccc(NC(=O)c3cccs3)cc2)c1	?	/
57	CC(=O)Nc1ccc(S(=O)(=O)Nc2ccc3c(c2)n(C)c(=O)n3C)c(C)c1	?	/
58	COc1ccc(N2CCN(CC(=O)N3CCC(C)CC3)CC2)cc1	0%	6
59	Cc1cc(NC(=O)c2ccco2)ccc1-n1cnnn1	-7%	7
60	Cc1ccc(C(=O)OCC(=O)NCc2cccs2)s1	?	/

# An excerpt from above in order of SMILES length, ascending.
item	structure	S3 lipid droplet	S3 lipid droplet cell count max
34	COc1ccccc1CC(=O)Nc1ccccc1O	19%	-19
36	CCNc1nc(NC(C)C)nc(NC(C)(C)C)n1	?	/
45	Cc1ccc(C(=O)ONC(=O)c2ccc(Cl)cc2)cc1[N+](=O)[O-]	?	/
38	O=C(NCCN1C(=O)S/C(=C\c2cccs2)C1=O)c1ccc(=O)[nH]c1	?	/

# The list continues:
item	structure	S3 lipid droplet	S3 lipid droplet cell count max
61	CCOC(=O)C1CCCN(CC(O)COCc2ccccc2OC)C1 (stereo not given)	?	/
62	O=[N+]([O-])c1ccc(/C=N/n2cn[nH]c2=S)cc1	3%	8
63	CCS(=O)(=O)N1CCC(C(=O)NCc2ccc(F)cc2)CC1	?	/
64	Fc1ccc(C(CCNCc2ccccn2)c2ccc(Cl)cc2)cc1 (stereo not given)	-3%	-6
65	CCOc1ccc(NC(=O)c2ccccc2SC)cc1	?	/
66	Fc1ccc(COc2ccccc2CNc2nn[nH]n2)cc1	?	/
67	Cc1cc(C(=O)NNC(=O)Cc2ccc(Cl)cc2)c(C)o1	i	/
68	CC1CCCN(C(=O)C2CCN(CCCc3ccccc3)CC2)C1 (stereo not given)	?	/
69	COC(=O)c1cc(NC(=O)c2c(-c3ccccc3)noc2C)ccc1N1CCOCC1	?	/
70	O=C(N/N=C/C=C/c1ccco1)c1ccccc1Cl	-6%	2
71	CCn1c(SCC(=O)N/N=C/c2c[nH]c3ccccc23)nnc1-c1ccc(C(C)(C)C)cc1	?	/
72	Cc1ccc(SCC(=O)NCC2COc3ccccc3O2)cc1 (stereo not given)	?	/
73	CC(=O)N1c2ccc(S(=O)(=O)N3CCC(C(=O)Nc4cc(C)ccn4)CC3)cc2CC1C (stereo not given)	i	3
74	Clc1ccc(-c2nnc3sc(-c4ccc(Br)o4)nn23)cc1	?	/
75	CCNc1nnc(-c2ccc(C)cc2)o1	16%	2
76	Cc1cccc(C(=O)OCC(=O)N2CCCCCC2)c1	?	/
77	Nc1nc(NCc2ccco2)nc(NCCO)c1[N+](=O)[O-]	?	/
78	Cc1cc(C)n(CC(=O)NCCC2=CCCCC2)n1	?	/
79	CCc1cccc(CC)c1NC(=O)CSc1nnc(C(C)C)n1CC	i	23
80	CCCS(=O)(=O)N1CCCC(C(=O)N2CCCCC2)C1 (stereo not given)	-4%	4
81	COCCCN(C(C)=O)c1nc(-c2ccc(OC)cc2)cs1	19%	-7
82	CCOc1ccc(N(C(=O)c2ccccc2Cl)C2=NC(C)(C)CS2)cc1	?	/
83	C=CCn1cc(C(=O)NCCCOCC)c(=O)c2cc(S(=O)(=O)N(CC)CC)ccc21	-18%	/
84	CC(=O)Oc1c(Sc2ccccc2[N+](=O)[O-])c(C)nn1C(C)(C)C	?	/
85	CCc1ccc(CNC(=O)C2CCCN(S(=O)(=O)N3CC(C)CC(C)C3)C2)cc1 (stereo not given)	?	/
86	COc1ccc(NC(=O)C2CCCN2C(=O)NC2CCCCC2)c(OC)c1 (stereo not given)	?	/
87	Cn1c(=O)[nH]c(=O)c2c1nc(N1CCN(CCO)CC1)n2Cc1ccccc1	?	/
88	OC(c1ccccc1)(c1ccccc1)C1CCN(C(=S)NCCc2ccccc2)CC1	-2%	2
89	COc1ccc(CNC(=O)C2CCCN2)cc1OC (stereo not given)	-18%	-1
90	COc1cc(NC(=O)CSc2nnc(C)s2)cc(OC)c1	?	/

# Following part:
item	structure	S3 lipid droplet	S3 lipid droplet cell count max
91	CCOCCC(=O)Nc1nnc(CCc2ccccc2)s1	?	/
92	CC(C)C(NC(=O)c1ccccc1)C(=O)N1CCN(C/C=C/c2ccccc2)CC1 (stereo not given)	?	/
93	Cc1ccc(C)c(N(C(=O)c2nsc(Cl)c2Cl)C(C(=O)NC2CCCC2)c2ccc(O)cc2)c1 (stereo not given)	21%	2
94	C(=C\c1cccc2ccccc12)/c1nnc(-c2cccs2)o1	-2%	20
95	O=C(OCC(=O)N1CCCC1=O)c1cc(S(=O)(=O)N2CCOCC2)ccc1Cl	14%	/
96	O=c1c2nnn(Cc3ccccc3)c2ncn1-c1ccccc1	i	/
97	Cc1ccc(S(=O)(=O)N(C)C)cc1NC(=O)COC(=O)Cc1ccccc1F	?	/
98	Cc1cccc(NC(=O)c2ccc(C(=O)Nc3cccc(C)c3)nc2)c1	-1%	6
99	CCOC(=O)NC(Nc1ncccn1)(C(F)(F)F)C(F)(F)F	-11%	4
100	CCOC(=O)N1CCN(S(=O)(=O)c2ccc(C)cc2)C1c1ccccc1 (stereo not given)	4%	-8
101	Cc1cccc(NC(=O)C2CCCN(S(=O)(=O)c3ccc4[nH]c(=O)ccc4c3)C2)n1 (stereo not given)	i	-11
102	COc1ccc2cc(C3(C)NC(=O)N(CC(=O)NCc4ccco4)C3=O)ccc2c1 (stereo not given)	0%	-19
103	CCOC(=O)Cc1cnc(NC(=O)CSc2nc(N)cc(N)n2)s1	i	/
104	O=C(O)c1ccc(NCc2cccs2)cc1	?	/
105	O=C(Cn1c(-c2cncs2)nc2ccccc21)NCCc1ccccc1	?	/
106	OC1CCN(c2ncnc3nc[nH]c23)CC1	-18%	-3
107	CCc1ncc(C(O)c2cccc3ccccc23)n1C (stereo not given)	-3%	3
108	CC(C)(C)c1cc(CN2CCC(O)CC2)cc(C(C)(C)C)c1O	i	13
109	COc1ccccc1/C=C/c1ccc2cccc(O)c2n1	?	/
110	O=C(O)c1cc(S(=O)(=O)N2CCN(C(c3ccccc3)c3ccccc3)CC2)ccc1Cl	i	17
111	[O-]/[N+](=C/c1ccc(F)cc1)c1ccccc1	-9%	-19
112	Brc1ccc2c(c1)[C@H]1OCC[C@H]1[C@@H](c1cccs1)N2	-13%	3
113	NC(Cc1ccc(O)cc1)c1cn([C@@H](CCC(=O)O)C(=O)N2CCNCC2)nn1 (stereo not given in full)	?	/
114	Cc1ccc(OCc2n[nH]c(=S)n2C2CCCCC2)cc1	?	/
115	CC(C)CCNC(=O)NC(=O)CSc1ccc(S(=O)(=O)N2CCOCC2)cn1	?	/
116	CCN(C(=O)CSC1=Nc2ccccc2C2CC=NN12)C1CCS(=O)(=O)C1 (stereo not given)	4%	9
117	COc1ccccc1N1CCN(c2ccc([N+](=O)[O-])cc2Cl)CC1	?	/
118	O=C(Nc1ccc2c(c1)OCO2)Nc1cnccn1	?	/
119	CCCCC(=O)Nc1ncc(Br)s1	?	/
120	O=C(CCc1nc2ccccc2n1-c1ccccc1)NCCO	?	/

# The list continues:
item	structure	S3 lipid droplet	S3 lipid droplet cell count max
121	CS(=O)(=O)NCCNc1ncc(C(F)(F)F)cc1Cl	?	/
122	CCn1c(=NC(=O)c2ccco2)sc2cccc(F)c21	?	/
123	CNC1(c2nnnn2-c2ccccc2C)CCOC(C)(C)C1 (stereo not given)	?	/
124	Cc1ccc(C(=O)Cn2c3[n+](c4ccccc42)CC(O)CS3)cc1 (stereo not given)	9%	25
125	COc1ccc2c(c1)OC[C@H]1[C@H]2N2C(=O)CN(CCc3c[nH]c4ccccc34)C(=O)[C@@]2(C)[C@H]1c1ccccc1	?	/
126	C=C(C)CSc1nnc(-c2ccc(OC)c(OC)c2)n1N	15%	0
127	Cc1nnc(SCC(=O)N2CCN(c3ccccc3F)CC2)n1C1CC1	-11%	-4
128	CC(C)OCC(O)CCc1n[nH]c(=S)n1-c1ccccc1 (stereo not given)	1%	13
129	COc1ccc(S(=O)(=O)N2CCOCC2)c(C)c1C	7%	10

# Compound activity: PubChem, National Center for Advancing Translational Sciences (NCATS)

# The list is partial; count on the stated rates, not on these rows.
